# M4 PAM: positive allosteric modulators of human muscarinic M4 receptor; P08173; CHO-K1 hM4/Gqi5, Fluo-8 calcium fluorescence, ACh EC20; 0% = ACh EC20, 100% = maximal ACh; activation, % at 3 µM; 360,000 compounds, 0.4% hits; AID 624126;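 active = activation above its plate's cutoff, the mean activation of sample wells plus 3 SD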; note: some results filed as inactive read as strong as hits
# CHRM5 agonist: CHRM5 agonism in calcium assay; CHO-K1 hM5 cells, Fluo-8 calcium fluorescence; 0% DMSO wells, 100% maximal acetylcholine response; activation, % at 3 µM; 360,000 compounds, 0.19% hits; AID 624037;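 active = activation above the run's mean over test compounds plus 3 SD, cut at about 23% in these data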;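 note: signal is peak over basal fluorescence ratio across the kinetic read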
# Target sequence (P08912 whole entry, looked up): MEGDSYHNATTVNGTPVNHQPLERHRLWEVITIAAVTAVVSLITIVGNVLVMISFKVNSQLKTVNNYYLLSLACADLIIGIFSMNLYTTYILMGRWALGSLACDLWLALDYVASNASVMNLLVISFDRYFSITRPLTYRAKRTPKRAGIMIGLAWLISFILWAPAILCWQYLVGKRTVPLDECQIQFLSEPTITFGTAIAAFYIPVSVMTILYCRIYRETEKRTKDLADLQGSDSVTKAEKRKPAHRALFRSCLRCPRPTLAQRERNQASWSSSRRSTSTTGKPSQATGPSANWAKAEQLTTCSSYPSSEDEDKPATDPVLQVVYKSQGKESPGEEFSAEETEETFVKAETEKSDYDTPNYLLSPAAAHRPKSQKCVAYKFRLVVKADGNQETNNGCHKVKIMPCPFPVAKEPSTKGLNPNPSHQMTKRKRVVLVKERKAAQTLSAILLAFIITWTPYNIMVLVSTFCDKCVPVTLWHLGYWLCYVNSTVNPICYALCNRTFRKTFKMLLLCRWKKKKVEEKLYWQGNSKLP
# M4 antag: CHRM4 antagonism in calcium assay. P08173. AID 624125. CHO-hM4 cells, ACh EC80, Fluo-8 calcium fluorescence. 360,000 compounds, 0.73% hits. inhibition, % at 3 µM;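 active = inhibition above its plate's cutoff, the mean inhibition of sample wells plus 3 SD, cut at about 27% in these data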;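 note: 0% = acetylcholine EC80 with DMSO and 100% = DMSO without agonist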
# M5 PAM: CHRM5 positive allosteric modulation. P08912. CHO-K1 hM5, Fluo-8 calcium, ACh EC20 PAM; 0% = ACh EC20, 100% = ACh EC100. activation, % at 3 µM. 360,000 compounds, 0.3% hits. AID 624038;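 active = activation above the run cutoff, the mean activation of all test compounds plus 3 SD, cut at about 18% in these data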
#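 Assay system – human M5 receptor in CHO-K1 cells · Read-out – % activation, ACh-normalized · Technique – Fluo-8 calcium fluorescence · Dosing – single-point, 3 µM nominal · Incubation – Fluo-8 loading 80 min at 37 °C plus 30 min room temperature · Repeats – singlicate, one well per test compound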
# M1 PAM: potentiates human M1 receptor response to acetylcholine. activation, % at 3 µM. 360,000 compounds, 0.088% hits. P11229. AID 588819. CHO-K1 hM1, Fluo-8 calcium fluorescence, ACh EC20; 0% = ACh EC20, 100% = maximal ACh; in the data active = activation above about 19%, passing the limit was not always enough
# Target sequence (P11229 whole entry, looked up): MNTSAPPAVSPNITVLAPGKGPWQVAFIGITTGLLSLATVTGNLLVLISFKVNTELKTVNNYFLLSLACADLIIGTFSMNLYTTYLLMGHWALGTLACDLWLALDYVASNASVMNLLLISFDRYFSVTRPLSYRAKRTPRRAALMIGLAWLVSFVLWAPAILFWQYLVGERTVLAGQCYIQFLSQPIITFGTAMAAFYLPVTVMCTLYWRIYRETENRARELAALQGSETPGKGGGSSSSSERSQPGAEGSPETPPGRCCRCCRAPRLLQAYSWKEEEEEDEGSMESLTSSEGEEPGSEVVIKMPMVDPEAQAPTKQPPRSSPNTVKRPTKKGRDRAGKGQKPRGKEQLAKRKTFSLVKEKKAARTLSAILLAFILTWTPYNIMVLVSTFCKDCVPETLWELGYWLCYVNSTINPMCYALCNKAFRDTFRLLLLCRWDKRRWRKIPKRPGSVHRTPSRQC
# M4 ag: CHRM4 agonism in calcium assay | CHO-K1 hM4/Gqi5, Fluo-8 calcium fluorescence; vehicle 0%, full acetylcholine response 100% | activation, % at 3 µM | AID 624127 | 360,000 compounds, 0.14% hits;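 active = activation above the run mean over all test wells plus 3 SD, cut at about 32% in these data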;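 note: peak over basal fluorescence ratio per well then scaled between controls; 0% = DMSO wells and 100% = acetylcholine at EC100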
# CRFR2-BP ag: agonists of human CRF-binding protein/CRF-R2 receptor complex. activation, % at 13.2 µM. HEK293 CRF-R2/CRF-BP, calcium dye fluorescence (FLIPR); percent of saturating CRF peptide response. AID 588473. 350,000 compounds, 0.46% hits;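 active = activation of at least 50%, plus an integration ratio under a set limit after plate pattern correction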;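 note: plate controls were neutral control wells without compound for no effect and CRF at EC100 for full effect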
# CRFR2-BP antag: blocks CRF-induced signaling of the CRF-BP/CRF-R2 complex. HEK293 CRF-R2/CRF-BP, CRF-induced calcium fluorescence. inhibition, % at 11.8 µM. 350,000 compounds, 0.59% hits;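 active = inhibition of the ligand-induced calcium signal above about 50% at the single tested concentration, limit read from the data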
# M5 antag: blocks acetylcholine activation of human M5 receptor. P08912. CHO-hM5 cells, Fluo-8 calcium fluorescence, ACh EC80. inhibition, % at 3 µM. 360,000 compounds, 0.59% hits. AID 624040;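 active = inhibition above a per-plate cutoff, the mean of that plate's test compounds plus 3 SD, cut at about 27% in these data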;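 note: 0% = acetylcholine EC80 with DMSO and 100% = DMSO without agonist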
# An asterisk follows results filed as active; & = joins results of further samples.
SMILES,M4 PAM,CHRM5 agonist,M4 antag,M5 PAM,M1 PAM,M4 ag,CRFR2-BP ag,CRFR2-BP antag,M5 antag
CCCOC(=O)c1ccc(OCC(O)CN2CCN(C(=O)c3ccccc3)CC2)cc1 (stereo not drawn),2,-9,-5,0,-18,4,1.1,23,5
CCOc1ccc(OC(=O)c2cccnc2)cc1,8,-3,-13,5,3,1,-0.7,-13,-7
C=CCNc1nc(C(=O)OCC(=O)c2ccc(Cl)cc2)cs1,6,2,-11,-4,-6,3,-1.2,6,2
O=C(N[C@@H](Cc1ccccc1)C(=O)N1CCN(S(=O)(=O)c2ccccc2F)CC1)c1ccco1,2,-6,6,-4,2,4,-1.9,-31,12
CCn1c(SCC(=O)NC2CC2)nnc1-c1ccccc1,1,0,-8,-1,2,1,-2.0,-7,4
C[C@@H]1CN([C@H](C)CO)C(=O)c2cc(-c3ccc(F)cc3)cnc2O[C@H]1CN(C)C(=O)c1ccc(F)cc1,-5,3,-14,2,-7,12,6.0,11,-3
O=C(CN1C(=O)COc2ccccc21)N1CCc2ccccc2C1,-7,-3,2,-2,3,0,-2.5,-17,1
CN1CCc2c(c3c(n2C)CCN(C)C3c2ccc(F)cc2)C1c1ccc(F)cc1 (stereo not drawn),-3,1,3,2,10,1,1.9,-7,-4
O=C(Nc1ccc(Cl)cc1)Nc1nnc(SCc2ccc(Cl)cc2)s1,0,1,4,-7,4,1,2.7,2,10
CC(=O)Nc1ccc(NC(=O)CSc2ccc(C)cc2)cc1,0,-2,10,7,8,1,-1.5,22,-4
O=C(Oc1ccccc1N1C(=O)C2CCCCC2C1=O)c1ccccc1 (stereo not drawn),3,4,5,-3,9,1,-1.6,15,-3
Cc1ccc(NC(=O)c2ccc(CSc3nnc(C)s3)cc2)cc1,2,-1,3,-2,5,3,-2.0,13,-1
CC(C)CCOC(=O)C1C2C=CC3(CN(Cc4cccs4)C(=O)C13)O2 (stereo not drawn),2,3,-11,1,2,2,4.4,-8,-2
Cc1ccc(NC(=O)Cn2cc(S(=O)(=O)c3ccc(F)cc3)c(=O)c3cc(F)ccc32)cc1,4,2,-8,0,8,0,4.4,0,-3
CC(=O)C1=C(C)Nc2ncnn2C1c1ccccc1Cl (stereo not drawn),1,1,1,-3,6,0,0.8,9,7
O=C(N/N=C/c1cccc2cccnc12)[C@H]1C[C@@H]1c1ccccc1,25,2,-7,12,22,1,-1.2,-18,-3
C=CCSc1nc2c(c(=O)[nH]c(=O)n2C)n1Cc1ccccc1,-4,1,1,-6,2,3,-2.4,-13,9
Nc1ccc(-c2c3ccccc3nc3ccccc23)cc1,-4,-5,4,-6,1,-1,4.4,9,16
Cc1ccc(C(=O)Nc2ccccc2C(=O)N2CCOCC2)cc1[N+](=O)[O-],-4,0,6,-3,6,1,-1.9,27,2
O=C1CCC(C(=O)NCc2ccccc2)N1 (stereo not drawn),-2,4,-3,1,0,0,0.9,5,1
C=CC[C@@H](CC(=O)N[C@H](CO)Cc1ccccc1)C(=O)N[C@H](COC(=O)[C@@H](CC=C)CC(=O)OC(C)(C)C)Cc1ccccc1,0,0,-5,1,-3,7,-0.1,2,-5
CN(CC(=O)Nc1ccc(Cl)c(C(F)(F)F)c1)C(=O)C1(c2ccccc2)CC1,10,-2,-27,-14,-4,11,-1.7,-5,13
CC(=O)c1cccc(NC(=S)NCCc2ccc(Cl)cc2)c1,-15,4,3,-26,-5,13,3.5,2,20
COc1cc(OC)cc(C(=O)NCCSc2c[nH]c3ccccc23)c1,-14,-4,3,-5,3,9,-0.8,0,15
COc1cc(-c2n[nH]c(=S)n2-c2cc(C(F)(F)F)ccc2Cl)cc(OC)c1OC,12,-2,-1,1,7,0,0.5,20,-3

# In a second layout: entries from further up
Molecule | M4 PAM | CHRM5 agonist | M4 antag | M5 PAM | M1 PAM | M4 ag | CRFR2-BP ag | CRFR2-BP antag | M5 antag
CC(C)CCOC(=O)C1C2C=CC3(CN(Cc4cccs4)C(=O)C13)O2 (stereo not drawn) | 2 | 3 | -11 | 1 | 2 | 2 | 4.4 | -8 | -2
Cc1ccc(NC(=O)Cn2cc(S(=O)(=O)c3ccc(F)cc3)c(=O)c3cc(F)ccc32)cc1 | 4 | 2 | -8 | 0 | 8 | 0 | 4.4 | 0 | -3
CC(=O)C1=C(C)Nc2ncnn2C1c1ccccc1Cl (stereo not drawn) | 1 | 1 | 1 | -3 | 6 | 0 | 0.8 | 9 | 7
O=C(N/N=C/c1cccc2cccnc12)[C@H]1C[C@@H]1c1ccccc1 | 25 | 2 | -7 | 12 | 22 | 1 | -1.2 | -18 | -3
C=CCSc1nc2c(c(=O)[nH]c(=O)n2C)n1Cc1ccccc1 | -4 | 1 | 1 | -6 | 2 | 3 | -2.4 | -13 | 9
Nc1ccc(-c2c3ccccc3nc3ccccc23)cc1 | -4 | -5 | 4 | -6 | 1 | -1 | 4.4 | 9 | 16
Cc1ccc(C(=O)Nc2ccccc2C(=O)N2CCOCC2)cc1[N+](=O)[O-] | -4 | 0 | 6 | -3 | 6 | 1 | -1.9 | 27 | 2
O=C1CCC(C(=O)NCc2ccccc2)N1 (stereo not drawn) | -2 | 4 | -3 | 1 | 0 | 0 | 0.9 | 5 | 1
C=CC[C@@H](CC(=O)N[C@H](CO)Cc1ccccc1)C(=O)N[C@H](COC(=O)[C@@H](CC=C)CC(=O)OC(C)(C)C)Cc1ccccc1 | 0 | 0 | -5 | 1 | -3 | 7 | -0.1 | 2 | -5
CN(CC(=O)Nc1ccc(Cl)c(C(F)(F)F)c1)C(=O)C1(c2ccccc2)CC1 | 10 | -2 | -27 | -14 | -4 | 11 | -1.7 | -5 | 13
CC(=O)c1cccc(NC(=S)NCCc2ccc(Cl)cc2)c1 | -15 | 4 | 3 | -26 | -5 | 13 | 3.5 | 2 | 20
COc1cc(OC)cc(C(=O)NCCSc2c[nH]c3ccccc23)c1 | -14 | -4 | 3 | -5 | 3 | 9 | -0.8 | 0 | 15
COc1cc(-c2n[nH]c(=S)n2-c2cc(C(F)(F)F)ccc2Cl)cc(OC)c1OC | 12 | -2 | -1 | 1 | 7 | 0 | 0.5 | 20 | -3

# (cont.)
SMILES,M4 PAM,CHRM5 agonist,M4 antag,M5 PAM,M1 PAM,M4 ag,CRFR2-BP ag,CRFR2-BP antag,M5 antag
CCOc1ccccc1NC(=O)CSCC(=O)Nc1ccccc1,0,1,12,1,-1,1,1.3,-5,4
COc1ccc(CNCCCSc2ncccn2)cc1OC,2,-5,1,3,18,1,1.4,11,0
Cc1cc2nc(/N=C(\N)NC(=O)N3c4ccccc4Sc4ccccc43)nc(C)c2cc1C,-2&-6,-5&-1,-3&0,4&5,-2&-1,-1&-1,0.2&-3.3,2&10,14&-4
CNC(=O)CCN(Cc1ccco1)S(=O)(=O)c1ccc(OC)c(OC)c1,16,0,1,10,12,1,3.0,-13,5
CCOc1ccccc1N(CC(=O)Nc1ccc(S(=O)(=O)N2CCOCC2)cc1)S(=O)(=O)c1ccccc1,0,-3,-5,2,-12,2,1.6,5,7
O=C(Cn1ccc([N+](=O)[O-])n1)NCCc1c[nH]c2ccccc12,-1,1,-7,3,7,1,0.9,20,3
CCOC(=O)C(C)On1c(-c2ccc(Cl)cc2)nc2ccc([N+](=O)[O-])cc21 (stereo not drawn),-6,3,14,-19,-10,12,5.3,20,21
COc1ccc(NS(=O)(=O)c2cc(NC(=O)C3CC3)ccc2N2CCCCC2)cc1,1,-4,2,-2,6,-1,0.8,-10,9
Nc1cc(-c2ccc(Br)cc2)nc2cc(-c3ccccc3)nn12,3,2,-4,5,-2,1,8.0,-34,-5
COc1ccc(/C=N/NS(=O)(=O)c2ccccc2)cc1OC,2,6,1,7,2,4,0.4,6,2
CC1(C)Cc2c(sc(NC(=O)c3ccco3)c2C#N)CO1,-3,-1,8,3,6,2,0.1,-1,1
Cc1ccc(S(=O)(=O)N2[C@@H](c3ccc(C(C)(C)C)cc3)C(C(=O)O)=CC[C@H]2c2ccc(Cl)cc2)cc1,4,1,7,-3,6,7,3.5,8,1
C=CCSc1nnc2c(n1)OC=Nc1ccc(Br)cc1-2,5,0,3,-3,3,0,-2.2,-4,4
COc1ccc(/C=C2\SC(=S)N(CCC(=O)NC3=NCCS3)C2=O)cc1OC,-4,-2,0,1,9,2,28,-13,-4
CCCN1CCN(S(=O)(=O)c2ccc3c(c2)NC(=O)C(C)C(=O)N3)CC1 (stereo not drawn),7,1,-16,-2,4,0,33,-17,0
COc1ccc(C(=O)NC(CCSC)C(=O)N2CCCCCC2)cc1 (stereo not drawn),-1,-3,9,-5,6,6,-0.2,6,10
O=C(Cc1cccc(F)c1)N1CCOCC1,6,-2,-4,2,7,2,0.1,16,5
CC(NC(=O)C1CCCN1S(=O)(=O)c1ccccc1)c1ccccc1 (stereo not drawn),-3,-2,-11,-1,16,1,1.3,-6,-3
CCN(CC(=O)Nc1ccc(OC)cc1)C(=O)c1cccc(S(=O)(=O)N2CCN(c3ccccc3)CC2)c1,-5,-1,-3,-3,-6,7,3.6,14,9
CCOc1ccc(NC(=O)NCCN2C(C)CCCC2C)cc1 (stereo not drawn),-2,-8,7,5,5,0,5.5,11,-8
Cc1ccn(C(=O)c2ccc(NC(=O)C3CC3)cc2)n1,-2,-1,-4,-3,6,1,-2.1,20,13
COc1cccc(CNC(=O)[C@H](CC(C)C)NC(=O)N2CCn3c2nc2ccccc23)c1,7,-2,-5,3,4,6,-1.4,7,-6
Cc1ccccc1OCC(O)Cn1c(NCc2ccco2)nc2c1c(=O)[nH]c(=O)n2C (stereo not drawn),0,0,-1,-5,12,9,-3.9,-22,1
O=c1c2ccccc2nc(-c2ccccc2)n1O,-3,1,4,-3,3,4,-0.1,1,7
Cc1ccc(OCC(=O)N2CCC(N3CCCCCC3)CC2)cc1,2,-8,-3,4,-2,0,-0.5,-2,3
# (more compounds)
SMILES,M4 PAM,CHRM5 agonist,M4 antag,M5 PAM,M1 PAM,M4 ag,CRFR2-BP ag,CRFR2-BP antag,M5 antag
CCCc1c(C(=O)N/N=C/c2ccccc2C(F)(F)F)nnn1-c1nonc1N,-1,-1,10,-4,0,0,-0.4,5,9
CCn1ncc(Br)c1C(=O)Nc1cccc(C(C)=O)c1,2,-4,-10,-1,6,1,1.8,-14,0
CCN1C(=NCCOC)N[C@@H](c2cccc(C(F)(F)F)c2)C(C(=O)OC)=C1C,-3,-2,25,-7,9,6,1.2,24,17
COc1ccccc1OC(=O)C1CC(=O)N(c2ccc(Cl)cc2)C1 (stereo not drawn),9,-2,-14,-13,2,9,0.8,6,10
CCOC(=O)c1nc(C)sc1-c1ccnn1S(=O)(=O)c1ccccc1C(F)(F)F,-3,0,2,-5,4,1,-1.6,8,9
COc1ccc(CN2CCC(Cc3ccccc3)CC2)cc1OC,-7,-6,0,0,-14,1,-1.0,-2,4
CCN(CC)CCn1c(NCc2ccc(OC)cc2)nc2ccccc21,7,-7,-2,11,13,2,2.4,-7,-2
COc1ccccc1OCCCC(=O)Nc1nccs1,-4,2,0,2,6,1,1.1,8,0
COc1cc(F)ccc1S(=O)(=O)n1c(C)nc2ccccc21,-3,-17,-6,-3,0,0,-0.8,12,17

# Screens: PubChem BioAssay, several laboratories
